D2 ag – activates the human D2 dopamine receptor; P14416; HEK293 T-REx D2 cells, calcium flux agonist mode; activation, % at 2 µM; 0.53% of 340,000 active;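 active = activation over 3 SD above normal in the single-dose calcium agonist read, cut at about 30% in these data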; note: 0% is about no effect
Target sequence (P14416 whole entry, looked up): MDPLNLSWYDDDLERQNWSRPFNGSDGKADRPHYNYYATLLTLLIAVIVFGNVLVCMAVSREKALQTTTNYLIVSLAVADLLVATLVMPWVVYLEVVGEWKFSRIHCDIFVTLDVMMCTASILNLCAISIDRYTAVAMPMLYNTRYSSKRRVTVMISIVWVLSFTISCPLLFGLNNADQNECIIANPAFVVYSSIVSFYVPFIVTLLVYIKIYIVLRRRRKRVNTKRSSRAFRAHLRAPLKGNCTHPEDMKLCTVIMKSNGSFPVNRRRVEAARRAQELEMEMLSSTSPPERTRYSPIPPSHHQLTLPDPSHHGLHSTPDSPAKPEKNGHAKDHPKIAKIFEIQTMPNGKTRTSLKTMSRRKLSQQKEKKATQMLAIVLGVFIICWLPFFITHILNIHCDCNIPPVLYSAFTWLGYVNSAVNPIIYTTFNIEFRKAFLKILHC
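Tetracycline-induced HEK293 Trex cells with D2 receptor force-coupled to calcium signaling, plated overnight at 30 C and loaded with no-wash calcium dye. Calcium flux read kinetically for 180 s after compound addition; responses flag agonists.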
IDH1 R132H inh – human IDH1 R132H inhibition; O75874; IDH1-R132H enzyme, NADPH consumption, diaphorase/resazurin fluorescence; Potency, µM (series often up to 76.6 µM), for inactives: at the top dose activity change, negative = inhibition, usual class: inhibitors; 0.093% of 390,000 active; AID 602179; note: potency is the fitted concentration of half-maximal effect; % is set by controls: 0 for no effect and ±100 for the full control effect; nearly all actives have a fitted effect of over 65% in size
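IDH1-R132H (0.5 ug/mL) preincubated 30 min with compound, then NADPH (0.016 mM) and alpha-KG (2 mM) added; 80 min at RT, pH 7.5. Remaining NADPH coupled via diaphorase/resazurin to fluorescence (540/590 nm); concentration-response curves normalized to no-enzyme control.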
TrxR1 inh – blocks rat thioredoxin reductase 1; AID 588453; 1% of 390,000 active; recombinant rTrxR1, NADPH fluorescence consumption, selenite substrate; Potency, µM (doses to about 114 µM), without a hit: at the top dose activity change, negative = inhibition, usual class: inhibitors; note: potency is the fitted concentration of half-maximal effect; % is set by controls: 0 for no effect and ±100 for the full control effect; nearly all actives have a fitted effect of over 65% in size
Target sequence (O89049 whole entry, looked up): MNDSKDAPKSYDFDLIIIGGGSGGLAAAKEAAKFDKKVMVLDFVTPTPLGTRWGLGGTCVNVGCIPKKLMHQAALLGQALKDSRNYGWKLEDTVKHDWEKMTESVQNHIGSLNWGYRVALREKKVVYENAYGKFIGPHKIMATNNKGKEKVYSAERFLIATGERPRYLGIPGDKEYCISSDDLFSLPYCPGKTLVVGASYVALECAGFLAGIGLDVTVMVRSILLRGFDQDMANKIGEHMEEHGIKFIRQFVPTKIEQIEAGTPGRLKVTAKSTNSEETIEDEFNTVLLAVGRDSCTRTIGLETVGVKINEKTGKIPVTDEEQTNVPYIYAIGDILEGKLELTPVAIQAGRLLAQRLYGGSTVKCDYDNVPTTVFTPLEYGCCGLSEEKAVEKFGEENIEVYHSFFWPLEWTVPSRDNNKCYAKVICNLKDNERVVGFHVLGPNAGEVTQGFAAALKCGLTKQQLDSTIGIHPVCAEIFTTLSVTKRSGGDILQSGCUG
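Rat TrxR1 (90 nM in the dispensed reagent) was pre-reduced with 400 uM NADPH for 5 min at room temperature, then incubated with compound for 15 min. After 400 uM selenite was added, NADPH fluorescence (Ex 340/Em 450 nm) was followed for 8 min.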
TRHR ag – activates the human TRH receptor; P34981; TRHR cells, calcium flux fluo-8, FDSS agonist mode; activation, % at 2 µM; 0.18% of 360,000 active; AID 493084; in the data active = activation above about 30%; note: 0% is about no effect
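TRHR-expressing cells, plated overnight in medium with 10% serum, were loaded with fluo-8 calcium dye at room temperature. After a 10 s baseline, library compound was pin-added and calcium release was recorded kinetically (ex 480/em 530) as agonist response.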
D2 antagonist – D2 dopamine receptor (human) antagonism. inhibition, % at 10 µM. P14416. 2% of 340,000 active. AID 485344. HEK293 TREx D2 cells, calcium flux, dopamine EC80; in the data active = inhibition above about 30%; note: 0% is about no effect
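Calcium flux kinetic readout in an inducible HEK293 TREx D2 line plated overnight at 30 C. After 180 s compound exposure, an EC80 dopamine challenge follows with another 180 s kinetic read to detect antagonism.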
USP1 inh – blocks the human USP1/UAF1 deubiquitinase complex | recombinant USP1/UAF1, Ub-Rhodamine cleavage fluorescence | Potency, µM (titrated, usually from 57.1 µM), for the others: at the top dose activity change, negative = inhibition, actives largely listed as inhibitors | 0.23% of 390,000 active | AID 743255; note: potency is the fitted concentration of half-maximal effect; % is set by controls: 0 for no effect and ±100 for the full control effect; nearly all actives have a fitted effect of over 60% in size; inactives centre near -12
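USP1/UAF1 complex at 1 nM was preincubated with compound for 15 min at room temperature, then Ub-Rho substrate (150nM final) was added. Fluorescence (480/540 nm) was read kinetically, 6 reads every 60 seconds.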
TRHR PAM – allosterically enhances the human TRH receptor | TRHR cells, fluo-8 calcium fluorescence, EC20 TRH enhancement | AID 493056 | enhancement, % at 2 µM | 0.66% of 360,000 active; in the data active = enhancement above about 30%; note: 0% is about no effect
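TRHR-expressing cells loaded with fluo-8 calcium dye were read kinetically (ex 480/em 530) during compound addition, then stimulated with an EC20 of TRH (10 nM final). Enhancement of the Gq-mediated intracellular calcium response was scored.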
PI4K2A block – blocks human PI4K2A kinase activity; Q9BTU6; purified PI4K2A, ADP-Glo luminescence, 1 h; stronger effect = lower value; activity change, negative = inhibition, % at 76.9 µM; 0.13% of 420,000 active; AID 1346378; in the data active = activity change below about -50%; inconclusive = mostly about -30% to -49%;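 note: -100% = wells without enzyme as full effect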
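In this quantitative HTS, ADP production by PI4K2A was quantified luminescently after 1 h at ambient temperature; 100 microM adenosine served as plate-quality control.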
TrxR1 substrate – substrates of rat thioredoxin reductase 1; O89049; purified TrxR1 substrate turnover, NADPH consumption readout; Potency, µM (top dose mostly 114 µM), without a hit: at the highest dose activity change, negative = substrate turnover; 0.01% of 390,000 active; AID 588456; note: potency is the fitted concentration of half-maximal effect; % is set by controls: 0 for no effect and ±100 for the full control effect; nearly all actives have a fitted effect of over 50% in size
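Rat TrxR1, dispensed at 90 nM, was prereduced with 400 uM NADPH (final) for 5 min at ~22 deg C, then incubated with compound 15 min before 400 uM selenite. A first-read NADPH fluorescence drop versus no-compound background flagged substrates.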
* hit, by the source's call; ? = inconclusive; · = not tested or not shown; & = joins results of further samples; [ ] = remark or other dose. Unless noted, calls come from the whole dose curve; as a rule, active = well fitted inhibition curve with a large enough effect; inconclusive = small, poorly fitted or top-dose-only effect; inactive = no such curve, though single readings can be large or run the other way.

SMILES | D2 ag | IDH1 R132H inh | TrxR1 inh | TRHR ag | D2 antagonist | USP1 inh | TRHR PAM | PI4K2A block | TrxR1 substrate
C[C@@H]1CCC(=O)N(CC[C@H](N=[N+]=[N-])c2ccccc2)CC1 | -0.5 | 8% | 26%&13% | -0.6 | -9 | -17% | -3 | 1 | 11%&-3%
Cc1cc(/C=N/NC(N)=S)c(C)n1-c1ccc(Cl)c(Cl)c1 | 0.5 | -20% | 14%[57.1 µM] | 0.1 | -2 | -16% | 5 | 5 | 6%[57.1 µM]
O=S1(=O)[C@H]2C[C@@H]3C=C[C@]2(CN1Cc1ccc(C(F)(F)F)cc1)O3 | 0.4 | -1% | 24% | 0.0 | 6 | -25% | 0 | 0 | 4%
COc1ccc(C(=O)C2CCCN(Cc3cc(C)c(O)c(C)c3)C2)c(OC)c1 (centres undefined) | 0.2 | 6% | 30%[11.4 µM] | 0.6 | 21 | -12% | -14 | 0 | 6%[11.4 µM]
CC(=O)NCc1ccc2[nH]c(C)cc2c1 | 2.2 | -7% | ? | 0.9 | -16 | -4% | 3 | -1 | -1%[57.1 µM]
Clc1ccc(-c2cnc(Oc3ccccc3)nc2)cc1 | 1.6 | 0% | -8%[57.1 µM] | 0.2 | -10 | 7% | -7 | -3 | -9%
CC(=O)NC(CCS(C)(=O)=O)C(=O)Nc1ccc2c(c1)OCO2 (centres undefined) | 0.5 | 17% | 10%[57.1 µM] | 0.6 | 12 | -20% | -8 | -3 | 2%[57.1 µM]
O=C(COc1ccccc1F)NC1CC1 | -0.5 | -1% | 13% | 0.9 | -14 | 3% | 0 | 3 | 4%
COc1cccc(-n2cc(C(=O)OCc3ccc(F)c(F)c3)c3ccccc3c2=O)c1 | 2.1 | -2% | 9%[57.1 µM] | 0.9 | · | -4% | 2 | 1 | 1%[57.1 µM]
CCN1CCN(S(=O)(=O)c2ccc(Cl)c(C(=O)Oc3ccc(CC(=O)OC)cc3)c2)CC1 | · | 4% | 13% | · | · | -5% | · | 0 | -4%
CC(Oc1ccccc1)C(=O)NC1CCSc2ccccc21 (centres undefined) | -0.7 | -2% | 7% | -1.6 | -25 | -5% | 0 | 0 | -8%
CC(=O)c1ccc(-c2ccc(C(=O)N3CCCc4ccccc43)o2)cc1 | · | 11% | 22%[57.1 µM] | -0.5 | · | -9% | -4 | -4 | 6%[57.1 µM]
CCN1CCN(Cc2c(O)ccc3c(=O)c(-c4ccccc4OC)coc23)CC1 | -0.1 | -1% | 33% | 0.0 | -7 | -9% | 1 | 0 | 241%[activator]
CCCCN(C(=O)c1cccc(S(=O)(=O)N2CCCCC2)c1)C1CCS(=O)(=O)C1 (centres undefined) | -0.5 | -5%&4% | 3% | -0.1&-0.1 | 8 | -6%&-8% | 1&-2 | 2&-3 | 3%
Cn1c(CNc2nc3ccccc3n2C)nc2ccccc21 | 1.0 | 4% | 0% | -0.6 | -26 | -26% | 4 | -9 | 0%
COc1ccc([N+](=O)[O-])cc1NC(=O)CN(C)S(=O)(=O)c1ccccc1 | -0.1 | 4% | 27%[57.1 µM] | -0.7 | 15 | -16% | 0 | -1 | -8%
O=Cc1ccccc1-n1cncn1 | -0.1 | 0% | 21%[57.1 µM] | 0.5 | -17 | -17% | -1 | 1 | 3%[57.1 µM]
Cc1c(C(=O)O)sc(S(=O)(=O)N2CCN(C(=O)CCc3ccccc3)CC2)c1C(=O)O | -0.2 | 1% | 11% | 0.1 | -14 | 3% | 6 | -6 | -1%
CC(=O)c1cccc(OCC(O)CNCC2COc3ccccc3O2)c1 (centres undefined) | 0.4 | 8% | 3%[57.1 µM] | -1.6 | -17 | -6% | 12 | 2 | 4%[57.1 µM]
CSc1sc(C(=O)O)c(C)c1C(C)=O | 0.8 | 4% | -4% | -0.7 | -7 | -20% | -11 | -3 | ?
COc1ccc(NC(=O)N(C)C[C@H]2Oc3c(NC(=O)C4CCCCC4)cccc3C(=O)N([C@H](C)CO)C[C@@H]2C)cc1 | · | -8% | 21% | · | · | -21% | · | -1 | 0%
S=c1[nH]ncn1NCc1cccc(Br)c1 | · | 4% | -1%[57.1 µM] | · | · | -6% | · | 0 | 4%
CCS(=O)(=O)N1CCN(c2ccc([N+](=O)[O-])c(NCc3cccnc3)c2)CC1 | 1.0 | -1% | -5% | -0.3 | -2 | 0% | 3 | -8 | -14%
CN(C)CCOc1ncnc2c1oc1ccccc12 | -1.1 | 2% | 23% | 0.2 | 6 | -12% | 1 | 3 | 6%
O=C(COC(=O)c1ccc(F)cc1F)NCCNC(=O)COC(=O)c1ccc(F)cc1F | 0.4 | -20% | 17% | -0.5 | 0 | -25% | -5 | 8 | 4%
O=C(CN1C(=O)NC2(CCCC2)C1=O)OCCOc1ccc(Br)cc1 | 0.0 | -5% | 11%[57.1 µM] | -0.1 | -3 | -20% | -1 | -5 | -2%
Cc1nn(CCC(=O)NCc2ccc(Cl)cc2)c(=O)c2nn(-c3ccccc3)c(C)c12 | 0.0 | 15% | 0% | 0.1 | · | 10% | -4 | -1 | -6%
COc1ccc(Cc2nc3ccc(C(=O)NCCc4ccc(Cl)cc4)cc3o2)cc1 | 1.3 | -8% | 22%[57.1 µM] | 1.3 | · | -10% | 2 | 0 | 2%[57.1 µM]
Cc1ccc(C)c(OCC(=O)NNC(=O)CSC(=S)N2CCCC2)c1 | -0.3 | 3% | -3% | 0.0 | -12 | -15% | 8 | -9 | -1%
O=C(NCC1CCCO1)c1ccc(NC(=O)c2cccc(Cl)c2)cc1 (centres undefined) | · | 0% | 22% | · | · | 6% | · | 2 | 0%
CC(C)(C#CC(O)(c1ccccc1)c1ccccc1)N1CCCCC1 | 0.3 | -2% | 25% | 1.0 | 5 | -5% | -5 | 2 | -1%
COc1cccc(NC(=O)C(c2ccccc2)N2CCN(CC(=O)N3CCOCC3)CC2)c1 (centres undefined) | 0.2 | 1% | 18% | 0.2 | -23 | -15% | -8 | -3 | 4%
O=C(N1CCOCC1)N1CCN(S(=O)(=O)N2CCCCC2)CC1 | 0.2 | 2% | 8%[57.1 µM] | 1.1 | 11 | -3% | -9 | 10 | 7%[57.1 µM]
CCn1nc(C(=O)Nc2ccccc2N2CCCC2)c2ccccc2c1=O | -0.2 | 3% | 6%[57.1 µM] | -0.2 | -6 | -26% | -2 | 0 | 1%[57.1 µM]
CC(C)(C)c1ccc(-c2noc(C(=O)NN)n2)cc1 | · | -10% | 10%[57.1 µM] | 0.6 | · | -16% | -10 | 2 | 3%[57.1 µM]
Cc1ccc(OCc2n[nH]c(=S)n2-c2ccccc2)cc1 | 1.3 | -7% | -15% | 0.3 | 11 | -19% | 30 | 6 | -4%
COCCNC(=O)c1cnn(-c2cccc(C)c2)c1-n1cccc1 | -0.2 | -3% | -13%[57.1 µM] | 0.1 | · | ? | 3 | 1 | -8%[57.1 µM]
COc1cc(C=O)ccc1OCc1ccncc1 | -0.8 | -5% | 6% | 0.4 | -6 | -4% | 1 | -1 | -1%
Nc1nnnn1/N=C/c1ccccc1OCc1ccccc1 | -1.5 | 6% | 3%[57.1 µM] | -1.8 | 22 | -16% | -1 | 2 | 8%[57.1 µM]
COc1cc(OC)cc(C(=O)NCC(=O)Nc2ccc(OC)c(Cl)c2)c1 | -1.3 | 5% | 8% | 0.2 | 37* | -7% | 7 | -2 | 8%
CC(C)C[C@@H](CO)N1CCN(C)CCC1=O | -0.5 | 2% | 12%&-4% | 0.0 | 2 | -16% | 5 | 0 | 1%&2%
CC1CN(C(=O)C(C)N2CCN(c3ccccc3Cl)CC2)CC(C)O1 (centres undefined) | 0.2 | 3% | 17%[57.1 µM] | 0.6 | -3 | -20% | 0 | -3 | 8%[57.1 µM]
Cc1cc(C(=O)CC#N)c(C)n1CC(F)(F)F | 0.6 | 13% | -39% | 0.0 | 9 | -17% | 0 | 5 | -6%
COc1cccc(CN2CCN(C3CCOCC3)CC2CCO)c1 (centres undefined) | 2.4 | -5% | 3% | 0.2 | 2 | -3% | -9 | 4 | -2%
CN1CCN(CC(=O)Nc2cccc([N+](=O)[O-])c2)CC1 | 0.8 | -3% | 20% | 0.7 | 2 | ? | 6 | -1 | 5%
CCOC(=O)c1c[nH]c2c([N+](=O)[O-])cc(OC)cc2c1=O | · | 1% | -2% | · | · | ? | · | -3 | -13%
O=[N+]([O-])c1ccc(Nc2ccccc2F)nc1 | 0.0 | 5% | 4% | -0.9 | -5 | -10% | 0 | -4 | -6%
CCn1ccc2c(OCC(=O)Nc3ccc(C)c(Cl)c3)cccc2c1=O | · | -6% | 9%[57.1 µM] | -0.1 | · | -23% | 3 | 1 | 3%[57.1 µM]
O=S(=O)(Cc1ccccc1Cl)CC(O)COc1ccccc1Cl (centres undefined) | 0.1 | 3% | 1% | 0.1 | 18 | -5% | 0 | -9 | -4%
Cc1cccc(SC2CCN(Cc3nc(CC4CC4)no3)CC2)c1 | 1.0 | 6% | -18% | 0.9 | -15 | -7% | 15 | -1 | -6%
Cc1ccccc1-n1nc(-c2ccc(N)cc2)cc1N | · | 3% | 12%[57.1 µM] | 0.4 | · | -8% | -2 | -12 | 7%[57.1 µM]

Random excerpt: 2 compounds from above.
SMILES | D2 ag | IDH1 R132H inh | TrxR1 inh | TRHR ag | D2 antagonist | USP1 inh | TRHR PAM | PI4K2A block | TrxR1 substrate
O=[N+]([O-])c1ccc(Nc2ccccc2F)nc1 | 0.0 | 5% | 4% | -0.9 | -5 | -10% | 0 | -4 | -6%
Cc1cc(C(=O)CC#N)c(C)n1CC(F)(F)F | 0.6 | 13% | -39% | 0.0 | 9 | -17% | 0 | 5 | -6%

In another format: entries from further up.
| Structure | D2 ag | IDH1 R132H inh | TrxR1 inh | TRHR ag | D2 antagonist | USP1 inh | TRHR PAM | PI4K2A block | TrxR1 substrate |
| --- | --- | --- | --- | --- | --- | --- | --- | --- | --- |
| Cc1cc(C(=O)CC#N)c(C)n1CC(F)(F)F | 0.6 | 13% | -39% | 0.0 | 9 | -17% | 0 | 5 | -6% |
| COc1cccc(CN2CCN(C3CCOCC3)CC2CCO)c1 (centres undefined) | 2.4 | -5% | 3% | 0.2 | 2 | -3% | -9 | 4 | -2% |
| CN1CCN(CC(=O)Nc2cccc([N+](=O)[O-])c2)CC1 | 0.8 | -3% | 20% | 0.7 | 2 | ? | 6 | -1 | 5% |

Compound activity as filed in PubChem.

No enrichment for hits; any-hit rate near 3.9%.
